# Screening results (PubChem BioAssay)
# Autophagy HCS: autophagy modulation, high-content screen. calls only at 10 µM (by protocol). AID 463193. MEF GFP-LC3 puncta imaging; test concentration mostly 10 µM. 190,000 compounds, 0.98% hits;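 active means percentage of spot-positive cells more than 3 SD above its plate mean, without a fluorescence outlier flag or 80% toxicity; inconclusive means no clear call, values can overlap the other calls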;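 further: spot-positive cell cutoff set from DMSO-treated cells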
# Dynein cargo inh: dynein cargo transport inhibition; 220,000 compounds, 0.47% hits; AID 1381; z-score, hits read low; 3617.4 mouse cells, GR-EGFP nuclear translocation imaging; test concentration mostly 20 µM; stimulated with dexamethasone, 1 µM; hits give low values;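 active means plate z-score of nuclear minus cytoplasmic receptor signal below a set negative limit, without overly bright fluorescence or cell loss, cut at about -3.5 in these data, passing the limit was not always enough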;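 further: z-score of nuclear minus cytoplasmic ring GR-EGFP intensity difference per well; some compounds called inactive have numbers as strong as hits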
#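 Buffer or medium: tetracycline-free induction medium containing charcoal-stripped FBS / Reagent: dexamethasone agonist, 1.0 µM final, for 30 min / Technique: automated 10x imaging of fixed Hoechst-stained cells / Times: induction 48 h, compound 1 h, agonist 30 min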
# MT stabilizer: microtubule stabilization, imaging screen; HeLa tubulin immunostaining HCS, 24 h; share of cells brighter than vehicle mean+2SD; % tubulin-high responders, % at 10 µM; 200,000 compounds, 0.83% hits; AID 2205;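 active means plate Z-score above 3 for both tubulin-high and condensed-nucleus cell shares, with cell loss under 80%, at 10 µM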;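 further: anti alpha tubulin signal scored within the nucleus-defined area of each cell; some results filed as inactive read as strong as hits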
# K1F lysis inhibition: inhibition of K1F phage lysis, E. coli UTI89, bacterial capsule biogenesis inhibitors, alamar blue (AID 488966). E. coli UTI89 K1F phage lysis, alamar blue, 2 h; higher % means a stronger effect. 340,000 compounds, 0.02% hits. inhibition, % at 100 µM, or IC50 in µM where a hit was titrated;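 active means phage lysis inhibition, versus mean bacterial control, above a set limit; inconclusive means no clear call, values can overlap the other calls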;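 further: capsule biogenesis inhibitors block K1F phage lysis so surviving cells raise fluorescence; higher fluorescence means more inhibition of phage lysis; actives were called in the ten point dose series up to 300 µM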
# b-catenin transl: modulators of beta-catenin nuclear translocation; 190,000 compounds, 0.3% hits; nuclear translocation activity, % at 5 µM; HeLa beta-catenin nuclear translocation, immunofluorescence imaging; AID 1665;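 active means nuclear translocation activity above 50% at 5 µM, with a well cell count of 50 or more; inconclusive means wells under 50 cells across six images, flagged as toxic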;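 further: per-cell ratio of nuclear to cytoplasmic median beta-catenin stain intensity; plate controls were DMSO negative control for no effect and GSK-3 inhibitor IX positive control for full effect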
#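 Test system: human HeLa cells, endogenous beta-catenin. Times: 24 h compound exposure, 37°C. Measured by: beta-catenin immunofluorescence imaging with DAPI.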
# M1AAP inhibition: malaria alanyl aminopeptidase activity blockers – biochemical, fluorogenic H-Leu-NHMec substrate, 1536-well (AID 1445); 220,000 compounds, 0.42% hits; recombinant M1AAP, H-Leu-NHMec fluorogenic kinetic assay; higher % means a stronger effect; inhibition, % at 30 µM; hits with a dose series show IC50 in µM;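 active means primary inhibition above the hit cutoff, then over 50% inhibition at one or more dose response concentrations, cut at about 23% in these data, passing the limit was not always enough; inconclusive means conflicting primary data, or primary hits not chosen for dose response; inactive means low primary inhibition, or under 50% at every dose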;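 further: plate controls were DMSO full reaction for no effect and no enzyme background for full effect; strong numbers were not always called active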
# M17LAP inhibition: P. falciparum M17LAP inhibitors, primary screen, biochemical, fluorogenic H-Leu-NHMec substrate, 1536-well (AID 1619) | inhibition, % at 30 µM, or IC50 in µM where a hit was titrated | 220,000 compounds, 0.38% hits | recombinant M17LAP, H-Leu-NHMec fluorogenic kinetic assay; higher % means a stronger effect;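 active means compound inhibiting the enzyme by more than half at any dose during confirmatory dose-response retesting; inconclusive means strong single-dose inhibitors picked by rank but not retested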;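 further: plate controls were full reaction with DMSO carrier for no effect and no enzyme background for full effect; strong numbers were not always called active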
# ER stress rescue: rescue of cells from ER stress-induced death, primary screen, 384-well, CSM14.1, thapsigargin, ATP luminescence (AID 1222); CSM14.1 thapsigargin-induced death rescue, ATP luminescence; higher % means a stronger effect; one-dose cellular ATP content (survival), % at 20 µM; EC50 in µM for titrated hits; 190,000 tested, under 10 active;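 active means EC50 below 50 µM in the dose-response confirmation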;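 further: death triggered by thapsigargin at about 15 µM added after 2 h compound pretreatment; cell ATP read after overnight thapsigargin exposure of roughly 18 to 22 hours; normalized against plate controls of thapsigargin alone and 5% DMSO vehicle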
# Insulin prom up: MIN6 insulin promoter up-regulation; MIN6 insulin promoter-GFP reporter, high-content imaging; hits give high values; z-score at 5 µM; 190,000 compounds, 0.3% hits; AID 1625;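 active means z-score above 3 at 5 µM with at least 500 cells counted in the well; inconclusive means wells under 500 cells, flagged as cytotoxic or low count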
# Dynein cargo inh cytoplasmic EGFP: also measured in Dynein cargo inh; calls as there; z-score; measured here: cytoplasmic GR-EGFP intensity; hits give high values
# Dynein cargo inh nuclear GR-EGFP: also measured in Dynein cargo inh; calls as there; z-score; measured here: nuclear GR-EGFP intensity;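 lower value marks the stronger effect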
# Dynein cargo inh cell count: also measured in Dynein cargo inh; calls as there; z-score; measured here: cell count per field
# Insulin prom up cell count: also measured in Insulin prom up; calls as there; cell count; measured here: cytotoxicity, nuclei count;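 total cells summed across four imaged fields per well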
# b-catenin transl cell count 5 µM: also measured in b-catenin transl; calls as there; cell count; measured here: cell count, cytotoxicity flag
# MT stabilizer Hoechst-high %: also measured in MT stabilizer; calls as there; % Hoechst-high responders; measured here: nuclear condensation Hoechst responders;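 share of cells brighter than vehicle mean plus two SD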
# MT stabilizer cytotoxicity %: recorded beside MT stabilizer, whose call it bears; toxicity, %; measured here: cytotoxicity by cell density;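 0% = mean cell density of plate MIN control wells and 100% = no cells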
# Autophagy HCS cell loss 18 h: second read-out of Autophagy HCS, no call of its own (marks repeat the call); toxicity, %; measured here: cell loss, nuclei count;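 cell loss after 18 h compound exposure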
# * hit, by the source's call; i = inactive; ? = inconclusive; nt = not tested or not shown; + = active, no number; [ ] = dose if it differs, or a comment.
Molecule	Autophagy HCS	Autophagy HCS cell loss 18 h	Dynein cargo inh	Dynein cargo inh cytoplasmic EGFP	Dynein cargo inh nuclear GR-EGFP	Dynein cargo inh cell count	MT stabilizer	MT stabilizer Hoechst-high %	MT stabilizer cytotoxicity %	K1F lysis inhibition	b-catenin transl	b-catenin transl cell count 5 µM	M1AAP inhibition	M17LAP inhibition	ER stress rescue	Insulin prom up	Insulin prom up cell count
CCOC(=O)CSc1ccc(C(=O)Nc2ccc(OC)cc2)cn1	i	14.7	2.93	-0.186	2.67	-3.39	5.5	2.2	7.0	-2.9%	-5.1	1072	3.8%	-0.2%	-0.6%	0.73	1515
O=C(O)c1cccc(Nc2ncnc3ccc(Br)cc23)c1	nt	nt	-0.104	-0.265	-0.316	0.748	nt	nt	nt	0.8%[50 µM]	-2.9	1177	9.6%	36.1%	nt	-0.11	1480
Cc1ccc(-c2c(C#N)c(N)nc3c2CCCCCC3)o1	i	23.8	-0.399	-0.205	0.111	0.139	2.0	2.1	1.4	0.6%	-3.0	909	-1.1%	-17.7%	1.5%	-0.46	1298
O=C(Nc1cc(S(=O)(=O)N2CCOCC2)ccc1N1CCOCC1)c1cc2c(s1)CCC2	nt	nt	-0.721	-0.162	-0.339	0.425	nt	nt	nt	1.2%	-2.0	1367	6.3%	0.9%	nt	0.21	1091
COC(=O)c1c(NC(=O)COC(=O)[C@@H](NS(=O)(=O)c2cccc(Cl)c2)C(C)C)sc2c1CCC2	+	-10.8*	-0.897	-0.119	-0.834	0.989	2.3	2.5	9.1	0.4%	-6.0	547	4.4%	16.0%	-1.3%	-0.78	1283
CCN(CC)C(=O)C1=C(C)NC(=O)NC1c1c(F)cccc1Cl (stereo unspecified)	i	-3.2	0.64	-0.0586	0.291	0.991	1.2	1.9	0.2	0.4%	-0.3	1048	8.2%	1.5%	nt	-0.58	1209
Cc1cc(C)c2nc(-c3ccco3)cc(C(=O)O)c2c1	i	2.5	0.207	-0.133	0.0649	-1.6	1.2	1.4	5.9	-0.5%	-0.4	1102	12.4%	-220.1%	1.8%	nt	nt
COc1cccc(-n2nc(C(=O)Nc3ccc4c(c3)OCO4)c3ccccc3c2=O)c1	i	2.7	-0.494	-0.248	-0.159	-0.516	1.7	2.2	8.4	4.8%	nt	nt	3.8%	-5.0%	-2.1%	-2.28	1298
Cc1cc(C)c(NC(=O)Cn2cc3c(n2)CCCC3)c(C)c1	i	4.6	-0.12	-0.17	0.0487	0.744	3.7	2.5	9.9	-2.0%	-0.9	1072	0.9%	3.5%	-2.5%	0.56	1808
O=C(Nc1ccc2nn(-c3ccccc3)nc2c1)c1cccs1	i	-5.1	0.265	-0.118	0.563	-0.0854	2.5	1.4	5.3	2.5%	-0.9	1226	-15.1%	-3.3%	-5.3%	0.73	1009
CCC1CCCCN1C(=O)c1cc2cc(Br)ccc2oc1=O (stereo unspecified)	i	5.5	-0.561	-0.108	-0.162	0.464	3.1	3.9	10.9	0.6%	nt	nt	-1.2%	-4.3%	-0.5%	0.05	1015
CCc1ccccc1NC(=S)/N=C(\N)Nc1nc(C)c2cc(C)ccc2n1	i	-13.1	-1.08	-0.208	-0.666	0.416	22.6*	20.5*	35.7*	0.3%	10.5	789	17.9%	-7.8%	-0.9%	-0.99	948
Cc1ccc(CNC(=O)/C=C/c2ccc(Br)o2)cc1	i	-1.4	0.123	-0.228	-0.0777	0.0349	4.5	3.8	10.7	1.4%[50 µM]	-0.2	929	8.0%	4.1%	-3.2%	nt	nt
COc1ccc(C(=O)N2CCn3c(C)ccc3C2C)cc1 (stereo unspecified)	i	-1.0	-0.381	-0.193	0.00182	0.107	5.7	2.1	6.8	1.8%	6.0	903	7.4%	-2.4%	-0.1%	-1.2	1603
N=c1c(-c2nc3ccccc3[nH]2)cc(C(=O)c2ccco2)nn1-c1ccccc1	i	-3.0	-0.872	-0.21	0.117	0.714	5.5	2.8	7.3	12.5%	-0.6	587	8.1%	9.1%	-1.6%	-0.52	1087
O=S(=O)(NCc1ccncc1)c1ccc(Br)s1	i	18.0	-0.126	-0.233	0.388	1.27	4.7	1.4	10.2	0.4%	nt	nt	3.4%	2.3%	nt	?	nt
O=S(c1ccsc1)c1ccsc1	i	-1.5	-0.773	-0.253	-0.191	0.634	1.5	2.5	7.8	0.6%	-2.0	1104	-1.9%	-5.5%	-2.2%	0.6	1368
Cc1ccc2oc(=O)c3cnn(CC(=O)N(CCCN4CCOCC4)Cc4ccco4)c3c2c1	i	3.5	-0.863	-0.172	-0.12	0.139	1.8	3.0	7.1	4.9%	-2.0	1169	8.3%	3.3%	-1.4%	0.2	1230
O=C(Nc1nc2ccccc2s1)c1cccc(S(=O)(=O)N2CCc3ccccc32)c1	nt	nt	3.22	-0.305	1.94	-2.62	nt	nt	nt	0.3%	1.5	1308	-0.5%	-7.9%	nt	-0.13	784
CCOC(=O)c1cnn(-c2nc(-c3ccc(C)cc3)cs2)c1C(F)(F)F	i	11.2	-0.752	-0.242	-0.72	0.502	28.7*	15.4*	44.3*	-0.1%	-1.7	995	0.9%	-6.6%	0.6%	-0.67	1407
O=S(=O)(Nc1ccc(N2CCOCC2)cc1)c1cccs1	i	-0.9	0.585	-0.319	0.184	0.634	2.1	2.6	5.6	2.7%	-1.2	1132	19.2%	1.6%	-0.9%	0.71	1204
O=C(CN1C(=O)COc2ccc(S(=O)(=O)N3CCCC3)cc21)NC1CC1	nt	nt	1.21	-0.135	1.35	-1.37	nt	nt	nt	0.0%	-1.4	1380	-0.2%	3.2%	nt	1.39	1029
O=C(c1cccn2c(=O)c3cc(Br)ccc3nc12)N1CCN(c2ccccn2)CC1	i	21.4	1.44	-0.227	0.805	-1.21	5.5	6.2	8.0	7.7%	-0.7	1503	3.4%	-12.4%	-2.5%	0.11	1062
CCN1CCN(C(c2ccc(OC)c(OC)c2)c2nnnn2C(C)(C)C)CC1 (stereo unspecified)	i	15.3	-0.358	-0.166	0.0588	0.255	2.0	1.8	6.0	0.0%	-2.8	1215	-2.3%	-2.6%	-4.0%	0.14	1203
CCOc1ccc2[nH]c(=O)c(CN(CCc3ccccc3)C(=O)N3CCCC3)cc2c1	i	-3.4	0.227	-0.286	0.308	-0.307	1.5	1.5	7.5	-1.4%	-0.1	1446	6.6%	4.5%	-0.7%	0.03	1592
N#CCCN(C(=O)c1ccco1)c1ccccc1	i	-5.5	0.137	-0.142	0.335	0.255	5.0	2.6	9.1	0.1%	-0.1	1192	3.6%	-3.5%	-0.6%	0.71	1379
CC(C)N1CCNCC1	i	-0.4	0.58	-0.354	0.223	0.282	1.9	1.3	0.7	0.8%	2.0	969	-10.3%	2.3%	0.1%	0.17	1419
CN1C=CC2=C(C#N)C(N)C(C#N)(C#N)[C@H](c3ccccc3)[C@H]2C1 (stereo partly specified)	?	nt	2.42	17.1	5.03	-0.682	1.7	1.7	1.7	1.5%	-0.6	528	10.8%	-38.7%	8.8%	nt	nt
Cc1ccnc(NS(=O)(=O)c2ccc(NC(=O)C3CC=CCC3C(=O)O)cc2)n1 (stereo unspecified)	i	10.2	0.599	-0.257	0.137	0.437	2.3	2.1	4.6	0.7%	-0.1	1506	2.6%	11.5%	0.7%	0.44	1400
CCCCCCCCS(=O)C1CCS(=O)(=O)C1 (stereo unspecified)	i	-5.3	-0.571	-0.248	-0.179	0.402	3.1	2.2	6.5	-0.1%	-2.6	1027	-2.0%	3.0%	-1.0%	-0.26	1473
COc1ccc(NC(=O)[C@@H](NC(=O)c2ccccc2)C(C)C)cc1S(=O)(=O)N1CCCCC1	i	5.6	-0.0358	-0.239	0.0344	1.22	2.5	2.1	5.8	0.0%	-1.9	1065	39µM*	2.6%	-1.8%	0	1328
CC1(C)Cc2cccc(OCC(=O)N3CCN(c4ccc([N+](=O)[O-])cc4)CC3)c2O1	i	3.8	0.216	-0.188	0.386	0.161	2.7	2.4	6.7	0.3%	-0.9	1026	10.8%	8.3%	3.8%	0.81	1343
COc1ccc(CCNC(=O)CN2CCN(c3cccc(C(F)(F)F)c3)CC2)cc1	i	0.2	0.0883	-0.176	0.101	0.45	2.2	1.8	0.2	-0.1%	nt	nt	6.2%	-2.9%	-0.7%	-0.95	860
Cc1cc(NC(=O)CCC(=O)N(c2cccc(F)c2)C(C(=O)NC2CCCC2)c2ccncc2)no1 (stereo unspecified)	i	-4.7	-0.771	-0.143	-0.106	0.325	5.9	2.2	3.5	6.4%	-5.0	1070	1.0%	-6.4%	nt	0.55	1315
Cc1cc(C)c2c(=O)[nH]c(SCC(=O)N(C)C)nc2n1	i	11.9	-0.0682	-0.234	-0.893	0.00613	2.3	1.3	3.4	-0.5%[50 µM]	0.2	1425	-3.2%	-8.4%	-2.1%	2.04	1437
CCCCN(CC)C(=O)CN1C(=O)c2ccccc2C1=O	i	0.5	-1.3	-0.0554	-0.512	0.607	1.3	1.4	1.5	0.2%	nt	nt	1.9%	18.2%	-0.7%	nt	nt
O=C(CSc1nnc2ccccn12)Nc1ccc2c(c1)OCCO2	i	15.9	0.286	-0.142	0.0739	-0.402	1.4	1.6	1.8	-0.8%	0.4	1139	4.4%	22.0%	-1.5%	nt	nt
